# Assay outcomes deposited in PubChem BioAssay by several laboratories.
# Rin1-Abl PPI inh: inhibitors of human Rin1-Abl protein interaction; P00519+Q13671; inhibition, % at 7.35 µM; hit rate 0.4% among 360,000; TR-FRET Rin1/Abl binding, biochemical; AID 588664; in the data active = inhibition above about 5%, passing the limit was not always enough
# Neddylation inh: inhibitors of human cullin neddylation. P61081+Q13564. TR-FRET cullin neddylation, biochemical. calls only at 25 µM. hit rate 0.58% among 360,000. AID 651699; in the data active = inhibition above about 36%
# Target sequence (P61081 whole entry, looked up): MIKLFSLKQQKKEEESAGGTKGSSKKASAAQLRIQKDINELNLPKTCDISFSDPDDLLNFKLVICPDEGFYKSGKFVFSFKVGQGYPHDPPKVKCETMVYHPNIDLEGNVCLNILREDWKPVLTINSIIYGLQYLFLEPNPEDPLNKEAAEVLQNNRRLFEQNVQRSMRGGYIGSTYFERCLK
# Target sequence (Q13564 whole entry, looked up): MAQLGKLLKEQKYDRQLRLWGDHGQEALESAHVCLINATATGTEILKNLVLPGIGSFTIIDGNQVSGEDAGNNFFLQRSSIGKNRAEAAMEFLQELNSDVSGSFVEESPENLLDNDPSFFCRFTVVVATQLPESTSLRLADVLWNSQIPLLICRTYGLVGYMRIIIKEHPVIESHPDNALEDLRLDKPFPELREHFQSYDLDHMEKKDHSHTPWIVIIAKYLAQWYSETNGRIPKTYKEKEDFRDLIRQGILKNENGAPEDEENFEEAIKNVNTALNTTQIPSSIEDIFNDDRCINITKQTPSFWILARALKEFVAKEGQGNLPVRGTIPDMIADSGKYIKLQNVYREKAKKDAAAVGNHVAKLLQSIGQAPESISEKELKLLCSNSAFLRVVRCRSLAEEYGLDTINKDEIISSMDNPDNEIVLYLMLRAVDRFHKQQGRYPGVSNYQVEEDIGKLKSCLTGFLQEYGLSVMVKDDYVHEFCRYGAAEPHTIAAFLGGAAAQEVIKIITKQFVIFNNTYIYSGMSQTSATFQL
# SKN-1 inh: blocks SKN-1 activity in C. elegans | C. elegans VP596 Pgst-4::GFP/RFP ratio, acrylamide-induced, 24 h | inhibition, % at 21.8 µM | hit rate 0.49% among 360,000 | AID 624304;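 active = interference check ratio from 0.5 to 1.5 plus GFP to RFP signal ratio inhibition reaching or exceeding a fixed threshold, cut at about 30% in these data, passing the limit was not always enough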; note: some compounds called inactive have numbers as strong as hits
# NadD inh: NadD (S. aureus) enzyme inhibition; purified NadD enzyme, colorimetric absorbance read-out; inhibition, % at 20 µM; hit rate 0.78% among 360,000; AID 602399; in the data active = inhibition above about 26%; note: some compounds past the cut are filed as inactive
# FAS TE block: inhibitors of human fatty acid synthase thioesterase domain | P49327 | recombinant FAS-TE, OMFH fluorogenic substrate, fluorescence endpoint | inhibition, % at 15 µM | hit rate 0.67% among 360,000 | AID 602261;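 active = compounds whose normalised, plate-corrected inhibition of enzyme fluorescence in the single-dose primary screen is 50% or more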;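 note: 0% = DMSO with enzyme and 100% = substrate without enzyme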
# MLLE-PAM2 inh: blocks PAM2 peptide binding to the PABP1 MLLE domain. P11940. GST-MLLE / FITC-PAM2 fluorescence polarization. inhibition, % at 20 µM. hit rate 0.36% among 360,000; in the data active = inhibition above about 35%, passing the limit was not always enough;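 note: plate controls were DMSO wells with GST-MLLE for no effect and wells lacking GST-MLLE protein for full effect; some results filed as inactive read as strong as hits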
# CSN inh: CSN deneddylation inhibition. Q92905. Purified CSN, SCF-Nedd8-OG deneddylation, fluorescence polarization. inhibition, % at 12.5 µM. hit rate 0.38% among 360,000;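 active = pattern-corrected inhibition above about 35%, with an unprinted fluorescence ratio check between 0.5 and 1.5, limit read from the data, passing the limit was not always enough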;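 note: 0% = enzyme with substrate and 100% = substrate without enzyme; some results filed as inactive read as strong as hits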
#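 Assay system: purified human Csn5 enzyme expressed in HEK293T cells; Input: 0.24 nM Csn5 enzyme, final concentration; Reagent: 10 nM SCFSkp2-Nedd8OG; Compound dosing: 12.5 µM single point; Times: reaction 90 min, room temperature; Technique: fluorescence polarization readout.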
# Rpn11 block: Rpn11 (human) deubiquitinase inhibition. O00487. human 26S proteasome, Ub4-pepOG fluorescence polarization; 20S core pre-blocked with epoxomicin. calls only at 20 µM. hit rate 0.59% among 360,000. AID 588493;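 active = inhibition at 20 µM, scaled to each plate's controls, above about 33%, limit read from the data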
# MT1-MMP act inh: inhibitors of human MT1-MMP activation; HT1080 RFP-PRO-GFP cells, GFP/RFP ratio fluorescence, overnight; percent of plate control window, DMSO zero; P50281; AID 651647; hit rate 0.061% among 360,000; GFP/RFP ratio change, % at 20 µM;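 active = GFP/RFP ratio change of at least 30% with cell ATP level not reduced by more than half and red fluorescence within 50% of control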; note: strong numbers were not always called active
#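 Test system: HT1080 RFP-PRO-GFP cells; Benchmarks: DMSO and RFP-L50D-GFP cell wells; Timing: cells overnight before dosing, compound overnight, 37 °C, 5% CO2; Compound: one 20 µM compound dose with 1% DMSO; Read-out: GFP/RFP fluorescence ratio.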
# * = called active by the depositor; i = inactive; · = no result given.
SMILES,Rin1-Abl PPI inh,Neddylation inh,SKN-1 inh,NadD inh,FAS TE block,MLLE-PAM2 inh,CSN inh,Rpn11 block,MT1-MMP act inh
CCOc1ccc(NC(=O)C(CC(=O)O)Cc2ccc(Br)cc2)cc1 (configuration not stated),-1,i,0,-3,-2,9,2,i,1
CCOC(=O)C=C1CCN(c2ncc(C(F)(F)F)cc2Cl)CC1,3,i,-3,11,11,-3,-1,i,0
O=C(NCc1ccccc1)C1Cc2c(-c3cccc(F)c3)ccnc2O1 (configuration not stated),0,i,-4,0,5,0,3,i,13
O=C1CCc2cc(S(=O)(=O)N3CCC(C(=O)NC4CCCCCCC4)CC3)ccc2N1,0,i,-22,-3,-2,-2,-7,i,-2
COc1ccccc1OCCCOc1ccc(/C=C2\SC(=O)NC2=O)cc1OC,0,i,0,7,12,4,4,i,1
O=C(Nc1ccc2c(c1)OCO2)c1csc([C@@H]2C[C@H](O)[C@@H](CO)O2)n1,-3,i,18,-5,-10,-2,-2,i,4
CCN(CC)c1ccc(C(=O)N/N=C(\C)c2ccc(O)cc2)cc1,0,i,15,4,-10,-4,0,i,4
O=Cc1ccc(OC(=O)C2CC(=O)N(c3ccc(F)cc3)C2)cc1 (configuration not stated),1,i,-2,3,3,5,-6,i,1
CC(=O)C1CCC2C3CCC4=CC(=O)C=CC4(C)C3CCC12C (configuration not stated),1,i,4,-2,6,-2,1,i,5
CCCOc1ccccc1Cn1c(=O)oc2ccc(C)cc21,-4,i,21,1,26,-1,0,i,-3
O=C(O)c1cccc2cccnc12,-2,i,1,-3,-5,-7,-3,i,-1
CC(=O)Cc1nsc(NC(=O)c2oc(-c3ccccc3Cl)cc2C)n1,-1,i,9,-12,-2,13,-3,i,1
O=C(C[C@@H]1C/C=C\C[C@H](NC(=O)OCC2c3ccccc3-c3ccccc32)C(=O)OC[C@H]2CCCN2C1=O)N[C@H](CO)Cc1ccccc1,-3,i,15,10,3,4,5,i,2
Cc1noc(C)c1COC(=O)c1cc(F)c(F)cc1Cl,2,i,4,1,5,-4,7,i,-1
COCCSc1ccccc1C(=O)NCCc1ccccc1,2,i,6,1,-8,2,5,i,-6
CCC1=C(NCc2ccccc2)COC1=O,0,i,-9,4,-6,5,2,i,3
C=CCNC(=O)c1onc(CSc2ccc(F)cc2)c1C(=O)NCC=C,3,i,-1,0,0,-1,1,i,-1
CC(C)(C)C(=O)OCOC(=O)[C@@H]1N2C(=O)[C@@H](N=CN3CCCCCC3)[C@H]2SC1(C)C,-2,i,15,-4,0,8,1,i,5
c1cnc2c(-c3ccc4nccn4c3)cccc2c1,-10,i,5,-2,-8,-23,4,i,0
Nc1nc(SCC(=O)Nc2cc(Cl)c(Cl)cc2Cl)n[nH]1,4,i,-7,-1,-35,-6,4,i,3
Cc1cc(C(F)(F)F)n2nc(-c3cnn(C)c3C(F)(F)F)c(Cl)c2n1,-3,i,5,-7,30,-12,-3,i,-7
O=C(C[n+]1ccc(C(=O)NCc2ccccc2)cc1)c1ccc(F)cc1,·,i,-14,-8,-8,·,-4,·,8
O=C(CSc1nc2ccccc2[nH]1)Nc1c(F)cccc1F,3,i,0,-4,-16,8,4,i,-3
CCN(CC(=O)Nc1c(F)cccc1F)C(=O)c1ccc(Cl)c(S(=O)(=O)N2CCCCC2)c1,-1,i,0,2,-1,-7,1,i,3
COc1cc(NC(=O)c2c(Cl)cnn2C)c(OC)cc1Cl,2,·,6,-4,2,10,1,i,-4
CSc1ccc(C2c3[nH]c4ccccc4c3CCN2C(=O)c2ccnn2C)cc1 (configuration not stated),5,i,18,1,19,9,3,i,-1
COc1cc2cc(CCCOC(=O)c3cc(OC)c(OC)c(OC)c3)oc(=O)c2cc1OC,-1,i,15,-9,-5,5,-3,i,4
N#CCSc1nnc(-c2c[nH]c3ccccc23)o1,0,i,-6,1,-2,-71,2,i,1
Cc1ccc(S(=O)(=O)N2CCN(CC(=O)Nc3ccnn3C3CCCC3)CC2)cc1,1,i,-7,-4,-1,12,10,i,3
O=C(c1ccc(-c2ccc(Cl)cc2Cl)o1)N1CCOCC1,-5,i,19,-4,3,12,-1,i,2
COc1cccc(C(=O)N2c3cc(C)ccc3OCC2C(C)(C)C)c1 (configuration not stated),4,i,6,-9,16,-10,-1,i,0
Cc1cccc(C(=O)OC2CCCN(C)C2)c1C (configuration not stated),1,i,-5,0,-5,0,-2,i,-3
Cc1ccc(/C=N/n2c(C)nnc2C)s1,0,i,-4,7,-8,-4,4,i,-2
COc1ccc(OC)c(NC(=O)CN2C(=O)NC(C)(c3ccc4c(c3)OCCO4)C2=O)c1 (configuration not stated),4,i,-3,0,-5,13,4,i,-1
COc1ccc(C2C=C(C34CC5CC(CC(C5)C3)C4)NC(=S)N2)cc1OC (configuration not stated),1,i,7,29*,10,-97,5,i,8
CCCCNC(=O)CCn1nc(-c2ccc(Cl)cc2)ccc1=O,-2,i,19,-24,7,-3,2,i,4
CCOc1cc(/C=C2\CCC/C(=C\c3cc(Cl)c(O)c(OCC)c3)C2=O)cc(Cl)c1O,-4,i,3,46*,13,-40,2,i,-9
Cc1cc(C)c2nc(SCC(=O)N3CCCCC3)c(C#N)cc2c1,-2,i,1,7,-1,-2,4,i,2
CC(=O)NS(=O)(=O)c1cccnc1Nc1ccc(Cl)cc1,1,i,-19,-4,-3,-3,3,i,·
Cc1ccc(C2C(C#N)=C(N)OC3=C2C(=O)CC(C)(C)C3)s1 (configuration not stated),0,i,7,-3,-3,28,0,i,-4

# Arranged by SMILES length (ascending): some entries from above.
SMILES,Rin1-Abl PPI inh,Neddylation inh,SKN-1 inh,NadD inh,FAS TE block,MLLE-PAM2 inh,CSN inh,Rpn11 block,MT1-MMP act inh
Cc1ccc(/C=N/n2c(C)nnc2C)s1,0,i,-4,7,-8,-4,4,i,-2
Cc1cccc(C(=O)OC2CCCN(C)C2)c1C (configuration not stated),1,i,-5,0,-5,0,-2,i,-3
N#CCSc1nnc(-c2c[nH]c3ccccc23)o1,0,i,-6,1,-2,-71,2,i,1
O=C(CSc1nc2ccccc2[nH]1)Nc1c(F)cccc1F,3,i,0,-4,-16,8,4,i,-3
CC(=O)NS(=O)(=O)c1cccnc1Nc1ccc(Cl)cc1,1,i,-19,-4,-3,-3,3,i,·
Cc1cc(C)c2nc(SCC(=O)N3CCCCC3)c(C#N)cc2c1,-2,i,1,7,-1,-2,4,i,2
COc1cccc(C(=O)N2c3cc(C)ccc3OCC2C(C)(C)C)c1 (configuration not stated),4,i,6,-9,16,-10,-1,i,0
Cc1ccc(C2C(C#N)=C(N)OC3=C2C(=O)CC(C)(C)C3)s1 (configuration not stated),0,i,7,-3,-3,28,0,i,-4
O=C(C[n+]1ccc(C(=O)NCc2ccccc2)cc1)c1ccc(F)cc1,·,i,-14,-8,-8,·,-4,·,8
CSc1ccc(C2c3[nH]c4ccccc4c3CCN2C(=O)c2ccnn2C)cc1 (configuration not stated),5,i,18,1,19,9,3,i,-1
COc1ccc(C2C=C(C34CC5CC(CC(C5)C3)C4)NC(=S)N2)cc1OC (configuration not stated),1,i,7,29*,10,-97,5,i,8
Cc1ccc(S(=O)(=O)N2CCN(CC(=O)Nc3ccnn3C3CCCC3)CC2)cc1,1,i,-7,-4,-1,12,10,i,3
COc1cc2cc(CCCOC(=O)c3cc(OC)c(OC)c(OC)c3)oc(=O)c2cc1OC,-1,i,15,-9,-5,5,-3,i,4
COc1ccc(OC)c(NC(=O)CN2C(=O)NC(C)(c3ccc4c(c3)OCCO4)C2=O)c1 (configuration not stated),4,i,-3,0,-5,13,4,i,-1
CCOc1cc(/C=C2\CCC/C(=C\c3cc(Cl)c(O)c(OCC)c3)C2=O)cc(Cl)c1O,-4,i,3,46*,13,-40,2,i,-9
CCN(CC(=O)Nc1c(F)cccc1F)C(=O)c1ccc(Cl)c(S(=O)(=O)N2CCCCC2)c1,-1,i,0,2,-1,-7,1,i,3

# Next part
SMILES,Rin1-Abl PPI inh,Neddylation inh,SKN-1 inh,NadD inh,FAS TE block,MLLE-PAM2 inh,CSN inh,Rpn11 block,MT1-MMP act inh
CC(C)(CN=C1NS(=O)(=O)c2ccccc21)CNC(=O)c1ccccc1,2,i,19,2,0,-8,-1,i,1
COc1ccc(NS(=O)(=O)c2cccc(C(=O)NCC(c3ccco3)N3CCCC3)c2)cc1 (configuration not stated),2,i,5,-3,-3,-13,-3,i,0
O=C(O)CC(SCC(=O)Nc1ccc(Cl)c(S(=O)(=O)N2CCOCC2)c1)C(=O)O (configuration not stated),-3,i,-7,1,-11,23,2,i,1
COc1ccc(OC)c(NC(=S)NN2CCOCC2)c1,-1,i,-21,-3,-12,1,-5,i,-4
CCOc1cccc2sc(N(CCCN(C)C)C(=O)Cc3ccccc3)nc12,1,i,-5,-9,-4,9,4,i,4
O=C1C=C(NCc2ccccc2)c2ccccc2C1=O,-1,i,12,2,3,3,72*,i,6
CC(=O)NS(=O)(=O)c1ccc(N=c2ssc3c2-c2ccc(C)cc2NC3(C)C)cc1,-2,i,-6,9,-4,-10,0,i,1
COc1ccc(/C=N/NC(=O)CN(C2=NS(=O)(=O)c3ccccc32)c2ccccc2)cc1,0,i,-12,8,-3,2,-5,i,0
C=COCCNC(=O)C(=O)NCC(C)C,2,i,-9,-3,-13,-5,1,i,3
O=C(NNc1ccc([N+](=O)[O-])cc1)c1ccco1,-2,i,16,6,-6,-66,3,i,-4
COCCN(C(=O)CNC(=O)c1ccco1)C(C(=O)NC1CCCC1)c1ccccc1 (configuration not stated),0,i,22,-3,-1,-7,-1,i,0
CC(=O)N(CCCCN1C(=O)c2ccccc2C1=O)c1ccc(C)cc1,-3,i,1,4,-7,-5,-1,i,-2
